TexasRed fluor: alters Texas Red total fluorescence, flagging assay interference | TRb/SRC2 Texas Red total fluorescence interference | Potency, µM (doses to about 106 µM), for the others: top-dose fluorescence change, negative = quenching | 280,000 tested, 0.29% active; active means well fitted curve in either direction with a large enough effect; inconclusive means small, poorly fitted or top-dose-only effect; further: on the % scale 0 is the no-effect control and ±100 the full control effect
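Flags fluorescent or light-absorbing compounds by total fluorescence, S + 2P, at 555 nm excitation and 632 nm emission. Mixture: 20 nM Texas Red SRC2 peptide, 0.6 uM human TRb LBD, 1 uM T3, 5% DMSO; compound exposure 5 h at ambient temperature.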
SMN2 splice up: SMN2 splice variant enhancement. Potency, µM (series often up to 46.1 µM), for the others: at the top dose activity change, positive = activation, actives largely listed as activators. HEK293 SMN2-luciferase splicing reporter, luminescence, 30-36 h. 210,000 tested, 2.8% active. AID 1458; further: % of control where 0% means no effect; nearly all actives have a fitted effect of over 55% in size
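HEK293 cells carry an SMN2 […]–luciferase reporter in which exon 7 inclusion puts luciferase in frame. Cells were plated 10-12 h before compound addition, then incubated 30-36 h at 37C. ONE-Glo luminescence was read; sodium butyrate at 4.5 mM final served as control.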
KDM4E inh: blocks human JMJD2E demethylase activity | B2RXH2 | JMJD2E catalytic domain, FDH-coupled NADH fluorescence (FDH is formaldehyde dehydrogenase) | Potency, µM (top dose mostly 57.1 µM), for inactives: at the highest dose activity change, negative = inhibition, most hits filed as inhibitors | 230,000 tested, 1.6% active | AID 2147; active means well fitted inhibition curve with a large enough effect, not every such curve was filed as active; inconclusive means small, poorly fitted or top-dose-only effect, or another doubt; inactive means no such curve, though single readings can be large or run the other way;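 further: 0% = wells with enzyme and -100% = buffer wells without enzyme; nearly all actives have a fitted effect of over 50% in size; many of its hits are not listed in these tables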
Target sequence (B2RXH2 1-337 limits assumed): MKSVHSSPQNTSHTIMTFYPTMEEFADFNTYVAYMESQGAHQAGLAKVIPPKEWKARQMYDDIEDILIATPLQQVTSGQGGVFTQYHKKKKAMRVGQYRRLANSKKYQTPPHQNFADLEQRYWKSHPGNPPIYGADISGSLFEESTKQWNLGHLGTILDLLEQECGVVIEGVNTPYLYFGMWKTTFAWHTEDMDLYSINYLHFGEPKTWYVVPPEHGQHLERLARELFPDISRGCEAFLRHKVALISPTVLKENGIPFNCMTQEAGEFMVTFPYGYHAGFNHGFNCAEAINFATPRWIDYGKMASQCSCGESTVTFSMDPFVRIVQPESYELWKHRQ
RECQ1 inh: inhibitors of human RECQ1 DNA helicase; 240,000 tested, 0.54% active; Potency, µM (doses to about 57.3 µM), for the others: at the highest dose activity, negative = inhibition, usual class: inhibitors; RECQ1 DNA unwinding, red fluorescence kinetic read;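 further: plate controls were vehicle for no effect and no enzyme for full effect; nearly all actives have a fitted effect of over 30% in size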
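50 nM RECQ1T1 preincubated 15 min with compound in Tris pH 8.0 buffer with MgCl2, DTT, Tween-20 and 2.5 ug/ml poly(dI-dC); started with 200 nM TAMRA/BHQ-2 forked duplex and 2 mM ATP. Unwinding read as fluorescence (525/598 nm), two reads 2 h apart.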
ALDH1A1 block: inhibitors of human aldehyde dehydrogenase 1A1; Potency, µM (doses to about 75.3 µM), for inactives: at the top dose activity, negative = inhibition, hits mostly inhibitors; 220,000 tested, 7.3% active; P00352; Purified ALDH1A1, NADH fluorescence, propionaldehyde substrate; active means well fitted inhibition curve with a large enough effect, not every such curve was filed as active; inconclusive means small, poorly fitted or top-dose-only effect, or another doubt; inactive means no such curve, though single readings can be large or run the other way;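 further: plate controls were no enzyme wells and a reference inhibitor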
Target sequence (P00352 whole entry, looked up): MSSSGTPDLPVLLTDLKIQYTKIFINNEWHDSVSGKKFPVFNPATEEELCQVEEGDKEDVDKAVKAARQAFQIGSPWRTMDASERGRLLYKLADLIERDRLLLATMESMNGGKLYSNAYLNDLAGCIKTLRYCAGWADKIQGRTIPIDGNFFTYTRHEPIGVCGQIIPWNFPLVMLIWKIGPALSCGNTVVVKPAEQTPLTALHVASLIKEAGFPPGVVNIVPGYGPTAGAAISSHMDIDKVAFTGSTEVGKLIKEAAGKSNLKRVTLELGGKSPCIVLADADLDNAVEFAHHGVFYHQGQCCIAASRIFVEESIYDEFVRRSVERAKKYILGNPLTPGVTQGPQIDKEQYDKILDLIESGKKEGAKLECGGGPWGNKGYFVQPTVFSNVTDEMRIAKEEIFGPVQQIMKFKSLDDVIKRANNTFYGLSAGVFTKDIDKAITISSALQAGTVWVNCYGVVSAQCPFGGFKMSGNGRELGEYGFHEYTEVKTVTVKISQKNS
TRb SRC2 PPI: disrupts binding of human TR beta to SRC2 | P10828 | TRbeta-SRC2 peptide binding, fluorescence polarization; receptor liganded with 1 µM T3 | Potency, µM (top dose mostly 106 µM), without a hit: at the highest dose activity change, negative = inhibition, usual class: inhibitors | 280,000 tested, 0.065% active;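 further: plate controls were bound peptide for no effect and peptide without receptor for full effect; nearly all actives have a fitted effect of over 50% in size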
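A fluorescence polarization screen tested compounds at multiple concentrations against complex formation between 0.6 uM TRb ligand-binding domain and 20 nM Texas Red SRC2 peptide, with 1 uM T3 present; readout after 5 hr.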
Lamin A splicing: changes lamin A minigene splicing in HeLa cells | HeLa LMNA splicing GFP/RFP minigene ratio, 48 h | Potency, µM (top dose mostly 46.1 µM), for inactives: at the top dose ratio change, negative = inhibition, usual class: inhibitors | 200,000 tested, 0.01% active | AID 1487; active means well fitted inhibition curve with a large enough effect in the signal ratio, with a control signal flat, not every such curve was filed as active; inconclusive means small, poorly fitted or top-dose-only effect, or effect the other way, or a change in a side signal; the % refers to the signal ratio; further: on the % scale 0 is the no-effect control and ±100 the full control effect
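S3 HeLa cells stably expressing lamin A-EGFP splicing minigene plus DsRed2, 600 cells/well, 48 h compound exposure at 37C. Laser-scanning cytometry; analysed as GFP (500-530 nm)/RFP (575-640 nm) total intensity ratio; 0.5% DMSO vehicle.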
GoLoco inh red: inhibitors of human Gai1-RGS12 GoLoco interaction (red fluorophore) | Potency, µM (top dose mostly 61.6 µM), for inactives: at the highest dose activity, negative = inhibition, actives largely listed as inhibitors | P63096 | 230,000 tested, 0.44% active | Gai1:RGS12 GoLoco peptide FP, rhodamine, 10 min; active means well fitted inhibition curve with a large enough effect, not every such curve was filed as active; inactive means no such curve, though single readings can be large or run the other way; further: on the % scale 0 is the no-effect control and ±100 the full control effect; nearly all actives have a fitted effect of over 30% in size; many of its hits are not listed in these tables
The depositor's hits bear a star; i = inactive; ? = inconclusive; . = no result given; [ ] = another dose, or the depositor's remark. Unless noted, the call rests on the fitted dose curve; in most records, active means well fitted curve in the direction sought with a large enough effect; inconclusive means small, poorly fitted or top-dose-only effect, or another doubt; inactive means no such curve, though single readings can be large; an effect the other way counts as inactive or inconclusive. Potency means the concentration at half of the fitted maximal effect. Some of the compounds tested, so the mix of outcomes need not match the whole.

item	smiles	SMN2 splice up	RECQ1 inh	KDM4E inh	TexasRed fluor	Lamin A splicing	ALDH1A1 block	TRb SRC2 PPI	GoLoco inh red
1	Cn1cnnc1SCC(=O)Nc1ccc(Cl)cn1	2.0%	i	8.4%	2.0%	-0.3%[9.22 µM]	-0.8%	0.5%	-2.6%
2	Cc1cc(Cl)ccc1-n1c(-c2cccnc2)n[nH]c1=S	.	-5.1%	-5.3%	0.3%	.	?	0.5%	-8.5%
3	COc1ccc(O)c(C(=O)c2cnn(C(=O)c3cccc(S(=O)(=O)N4CCOCC4)c3)c2)c1	-0.4%	-4.0%	?	-0.5%	-27.8%[46 µM]	?	7.5%	47.5%[activator]
4	CCN(CC)S(=O)(=O)c1ccc2c3c(cccc13)C(=O)S2	-53.6%[inhibitor]	2.0%	?	-2.9%	-9.4%	?	5.3%	-0.9%
5	O=C(COC(=O)/C=C/c1ccc(OC(F)F)cc1)Nc1ccc(S(=O)(=O)N2CCCC2)cc1	15.4%	-3.3%	5.6%	-1.0%[53 µM]	-9.8%	-7.6%	5.4%[53 µM]	5.2%
6	Cc1cc(NC(=O)COC(=O)C2=COCCO2)c([N+](=O)[O-])cc1C	4.5%	i	-13.5%	-1.2%	.	?	-2.3%	3.2%
7	O=C(CCN1C(=O)C2C3C=CC(C3)C2C1=O)Nc1c(F)cc(F)cc1Br (configuration not stated)	15.4%	-8.3%	-6.2%	0.8%	-2.9%	-1.6%	-2.2%	1.8%
8	COCC(=O)Nc1nnc(Cc2ccc(OC)c(OC)c2)s1	9.1%	i	3.0%	-4.9%	3.3%	14.8%	1.9%	6.4%
9	CC(OC(=O)c1cccs1)C(=O)NCc1ccc2c(c1)OCO2 (configuration not stated)	-13.6%	-2.6%	1.6%	-0.8%	6.5%	3.6%	1.9%	-0.9%
10	CCCOc1ccc(CN2CCOCC2)cc1OC	.	5.4%	-1.2%	-4.5%	.	.	-2.8%	13.1%
11	CC(C)S(=O)(=O)C1=NSC2=NC(=O)/C(=C\c3ccc(-c4cccc(C(=O)O)c4)o3)C(=N)N21	1.4%	8.5%	0.0%	-0.2%	.	-2.2%	-2.3%	105.7%[activator]
12	C=CCn1c(C(C)NC(=O)CC)nc2ccccc21 (configuration not stated)	20.5%	-17.2%	0.8%	0.1%	13.8%	7.5%	7.9%	8.2%
13	COC(=O)C1=C(C)OC(N)=C(C#N)C1c1cc2cccc(C)c2nc1Cl (configuration not stated)	-7.6%	i	?	-2.8%	.	28.2µM*	7.8%	8.9%
14	CC1(C)C(C=C(Cl)Cl)C1C(=O)Nc1ccc([N+](=O)[O-])cc1 (configuration not stated)	-45.7%[inhibitor]	-8.0%	-1.7%	-2.5%	?	?	1.4%	-0.3%
15	COc1ccc(NC(=O)CN2C(=O)CC(C)(C)S(=O)(=O)c3ccccc32)cc1	6.9%	-8.0%	-1.3%	1.5%	1.7%	7.4%	-2.8%	4.0%
16	S=c1[nH]nc2c3c4c(sc3ncn12)CCCC4	-7.2%	i	-23.8%	-1.5%	13.7%	25.1µM*	-0.4%	2.0%
17	N#Cc1c(SCC(=O)Nc2nccs2)nc2c(c1-c1ccco1)CCCC2	?	-16.7%	4.2%	2.1%	8.5%	?	-6.1%	15.9%
18	CCCCN1C(=O)c2ccc(C(=O)Nc3cccnc3)cc2C1=O	-13.5%	5.3%	1.5%	-4.8%	-6.0%	?	-8.1%	6.0%
19	Cc1nc2ccccc2n1CC(=O)N/N=C\C=C\c1ccccc1	.	3.1%	1.7%	-0.8%	-12.6%	0.0%	4.9%	-29.7%
20	Cc1ccc(N(CC(=O)NC(C)(C)C)C(=O)CS(=O)CC(=O)Nc2ccc(F)cc2)cc1 (configuration not stated)	.	-4.2%	1.9%	-2.7%	?	-5.7%	-1.1%	3.6%
21	CCOC(=O)c1c(C)[nH]c(C(=O)CN2CC(C)OC(C)C2)c1C (configuration not stated)	-22.0%	-1.3%	1.2%	2.4%	-4.3%	7.94µM*	3.0%	4.5%
22	CNC(=O)n1ccc(C(=O)N2CCCCC2)n1	12.7%	-4.1%	-1.1%	0.3%	6.4%	-5.6%	4.8%	1.7%
23	CCCN(CC(=O)Nc1ccccc1C)C(=O)CCl	-57.2%[inhibitor]	-16.9%	3.2%	-1.9%	?	?	-4.6%	8.4%
24	O=C(CSCc1ccc(Cl)cc1)c1ccco1	-4.2%	-2.6%	-6.7%	-4.5%	8.2%	?	-1.4%	-1.4%
25	CCN(C(=O)c1cn(C)c(=O)c2cc(OC)c(OC)cc12)c1ccccc1C	-12.1%	-9.9%	-19.2%	-1.2%	-11.1%	4.6%	2.3%	8.4%
26	CC(=O)Nc1ccc(/C=N/NC(=O)CCN2CCN(c3ccccc3)CC2)cc1	28.4%	i	0.4%	-0.6%	-13.4%[46 µM]	-2.3%	-3.3%	-7.8%
27	O=C(CCCCn1c(=O)[nH]c2ccsc2c1=O)NCC1CCCO1 (configuration not stated)	1.7%	-3.4%	3.4%	-2.9%	-1.5%	-0.9%	-1.2%	3.4%
28	CCCn1nc(Oc2nc(N(C)C)nc(N(C)C)n2)ccc1=O	-3.2%	8.8%	2.6%	-2.3%	.	15.8%	-3.6%	7.6%
29	Cc1noc(C)c1C(=O)NC(C)C1CCCO1 (configuration not stated)	2.2%	0.9%	10.0%	-2.3%	3.5%	10.5%	-3.9%	-7.5%
30	CCOC(=O)C1=C(CSc2nc(-c3ccncc3)ccc2C#N)OC(N)=C(C#N)C1c1cccnc1 (configuration not stated)	-0.1%	-17.4%	-18.1%	-1.9%	-0.7%	?	-2.9%	13.1%
31	CC(C)c1ccc(S(=O)(=O)c2cn(Cc3ccc(F)cc3)c3cc4c(cc3c2=O)OCO4)cc1	16.3%	-0.7%	-10.0%	-0.1%	?	?	4.2%	11.8%
32	CS(=O)(=O)Nc1cccc(-c2cncnc2Nc2ccc(F)cc2)c1	.	-2.2%	.	.	3.2%	?	.	-19.7%
33	CCOc1cc(C2NC(=S)NC(C)=C2C(=O)Nc2ccccc2)ccc1O (configuration not stated)	.	i	-12.5%	-1.1%	.	.	1.7%	-2.8%
34	CC(Sc1n[nH]c(N)n1)c1nc2scc(-c3cccs3)c2c(=O)[nH]1 (configuration not stated)	-7.9%	3.4%	0.0%	-2.2%	2.0%	?	-9.5%	-8.7%
35	O=C(CSc1nnc(SCc2ccccc2)s1)N/N=C/c1ccc(C(=O)O)cc1	.	-1.5%	-7.8%	-1.9%	.	.	4.1%	8.8%
36	COc1cccc(-c2cc(NCc3ccccc3OC)ncn2)c1	.	-16.1%	.	.	?	9.0%	.	13.9%
37	Cc1ccnc(NC(=O)c2ccc(Cl)c(NC(=O)CCc3ccccc3)c2)c1	?	i	-6.8%	1.6%	.	-9.2%	4.8%	7.6%
38	CCOc1ccc(NC(C)c2cc(Cl)ccc2O)cc1 (configuration not stated)	-1.7%	-3.4%	5.4%	-2.1%	1.1%	?	-1.0%	-0.7%
39	CCOC(=O)c1[nH]c2ccc(OC)cc2c1NC(=O)CCN1CCN(Cc2ccccc2)CC1	-1.0%	-13.9%	?	1.0%	-4.4%	?	-3.5%	9.0%
40	O=C(c1ccc(=O)[nH]c1)N(Cc1ccco1)C1(C(=O)NC2CCCC2)CCCCC1	0.6%	i	2.3%	-6.7%	-0.7%	-1.0%	-4.7%	3.4%
41	COC(=O)c1sc(NC(=O)/C=C/c2ccc(C)cc2)nc1C	?	-3.2%	-3.8%	-1.7%	-0.8%	?	7.1%	3.8%
42	O=C(Cn1cnc2c(cnn2-c2ccccc2)c1=O)NC1CCCC1	-11.6%	-0.5%	-1.4%	-5.3%	-13.1%	-2.4%	-11.5%	5.4%
43	CCOc1ccc(-c2ccc(/C=C3/C(=N)N4C(C)=CSC4=NC3=O)o2)c([N+](=O)[O-])c1	-10.1%	-2.3%	8.5%	79.4µM*[quencher]	?	?	?	18.5%
44	CC(SCC(=O)NC12CC3CC(CC(C3)C1)C2)C(=O)O (configuration not stated)	4.7%	2.5%	0.6%	-2.9%[53 µM]	-7.6%	10.2%	-4.5%[53 µM]	1.9%
45	COc1ccc(Cn2nnnc2CN(Cc2cc3cccc(C)c3[nH]c2=O)C2CCCC2)cc1	-9.0%	-3.7%	?	-1.2%	3.8%	?	-17.4%	5.7%
46	CCOC(=O)c1c(C)nc2sc(C(=O)Nc3ccc(C(C)=O)cc3)c(N)c2c1-c1ccc(OC)cc1	-2.2%	1.9%	?	-5.3%	?	?	13.1%	3.5%
47	Cc1cc(NC(=O)c2cnccn2)no1	-20.7%	i	1.8%	-3.7%	-0.3%	-8.2%	-2.5%	-34.2%
48	COc1ccc(C2CC(c3ccco3)n3ncnc3N2)cc1 (configuration not stated)	-7.8%	1.7%	-13.4%	-4.2%	?	?	-0.4%	5.7%
49	COCCNC(=O)c1ccc(NC(C)=O)cc1	-16.9%	i	2.1%	-0.7%	3.1%	-2.5%	-14.7%	-4.1%
50	O=C(COc1ncnc2cc(Cl)ccc12)c1ccccc1	.	22.9%	-5.4%	-4.5%	.	.	2.6%	-1.7%
51	CC1(C)CC(=O)c2c(noc2-c2ccccc2)C1	-30.5%[inhibitor]	-8.4%	-0.3%	0.0%	8.0%	?	7.5%	6.8%
52	N#CC1(C#N)CC(C=O)=C(N)C1(C#N)CC(=O)C12CC3CC(CC(C3)C1)C2 (configuration not stated)	-6.3%	-8.0%	-27.1%	-11.2%	?	17.8µM*	3.2%	6.9%
53	CC(=O)Nc1ccc(C(=O)OCC(=O)NCc2ccc(Cl)cc2)cc1	?	-3.5%	-5.3%	1.0%	2.8%[46 µM]	3.2%	-3.6%	1.9%

Screening data as filed in PubChem BioAssay.
